TDP1 cell CPT: growth inhibition of DT40 Tdp1-/-;hTDP1 cells with camptothecin (screen for TDP1 inhibitors). chicken DT40 Tdp1-/-;hTDP1 cells + 20 nM CPT, ATP luminescence, 48 h. 420,000 compounds, 12% hits. AID 686979. Potency, µM (highest dose often 46.2 µM), for inactives: at the highest dose activity change, negative = growth inhibition, hits mostly inhibitors; also: nearly all actives have a fitted effect of over 55% in size
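Chicken DT40 Tdp1-/- cells stably complemented with human TDP1 were seeded at 400 cells/well in medium containing 20 nM camptothecin, exposed to pin-transferred compounds, and grown at 37 °C for at least 48 hr. Viability was read as ATP luminescence.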
GCN5L2 inh: blocks human GCN5L2 histone acetyltransferase; Q92830; 390,000 compounds, 0.21% hits; GCN5L2 HAT assay, ThioGlo1 CoA-SH fluorescence; Potency, µM (top dose mostly 58.9 µM), for the others: at the top dose activity change, negative = inhibition, most hits filed as inhibitors
Target sequence (Q92830 whole entry, looked up): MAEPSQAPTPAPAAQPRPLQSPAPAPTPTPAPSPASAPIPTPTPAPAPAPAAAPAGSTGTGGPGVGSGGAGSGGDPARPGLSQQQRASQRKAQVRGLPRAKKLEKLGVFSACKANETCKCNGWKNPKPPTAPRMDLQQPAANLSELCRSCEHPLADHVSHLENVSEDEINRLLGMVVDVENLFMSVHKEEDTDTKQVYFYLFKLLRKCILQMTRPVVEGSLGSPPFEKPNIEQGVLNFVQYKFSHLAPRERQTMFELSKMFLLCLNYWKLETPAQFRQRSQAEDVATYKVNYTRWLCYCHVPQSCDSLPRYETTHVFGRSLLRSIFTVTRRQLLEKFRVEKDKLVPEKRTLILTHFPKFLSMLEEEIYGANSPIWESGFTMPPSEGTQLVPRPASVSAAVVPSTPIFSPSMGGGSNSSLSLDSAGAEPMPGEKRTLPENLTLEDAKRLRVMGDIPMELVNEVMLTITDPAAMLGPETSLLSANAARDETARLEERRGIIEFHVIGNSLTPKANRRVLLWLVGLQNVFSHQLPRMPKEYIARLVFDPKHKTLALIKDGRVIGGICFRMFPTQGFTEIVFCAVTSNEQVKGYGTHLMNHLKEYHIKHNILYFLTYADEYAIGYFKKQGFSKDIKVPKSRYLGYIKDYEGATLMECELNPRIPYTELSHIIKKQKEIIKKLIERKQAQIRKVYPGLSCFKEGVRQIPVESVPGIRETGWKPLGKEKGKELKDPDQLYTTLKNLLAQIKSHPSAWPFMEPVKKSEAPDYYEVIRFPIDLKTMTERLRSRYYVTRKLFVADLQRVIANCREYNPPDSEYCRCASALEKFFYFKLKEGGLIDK
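qHTS, 1536-well. 20nM enzyme, pH 7.5 HEPES/EDTA/Tween-20 buffer; 15 min compound preinc., RT. Start: 75uM H3(1-25), 70uM AcCoA, 50uM ThioGlo1. Read Ex340/Em540 at t=0 (autofluorescence flag) and t=20 min.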
DT40 TDP1 no CPT: qHTS for Inhibitors of human tyrosyl-DNA phosphodiesterase 1 (TDP1): qHTS in cells in absence of CPT; DT40 Tdp1-/- hTDP1 cells, no CPT, ATP luminescence, 48 h; Potency, µM (titrated, usually from 46.2 µM), without a hit: at the highest dose activity change, negative = growth inhibition, most hits filed as inhibitors; 420,000 compounds, 15% hits; AID 686978, 2013; also: nearly all actives have a fitted effect of over 55% in size
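Growth kinetics read by CellTiter-Glo luminescence after ≥48 hr at 37 °C. Cells: DT40 Tdp1-/- stably carrying human TDP1, 400 per well, compound exposure in the absence of CPT (DMSO vehicle).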
* marks the source's active call; other numbers are inactive results; ? = inconclusive; nt = no result given; [ ] = dose if it differs, or a comment. Calls follow the shape of the dose curve; as a rule, active = well fitted curve in the direction sought with a large enough effect; inconclusive = small, poorly fitted or top-dose-only effect, or another doubt; inactive = no such curve, though single readings can be large; an effect the other way counts as inactive or inconclusive. % is scaled to controls: 0 for no effect and ±100 for the full control effect; potency is read from the fitted curve at half-maximal effect.

SMILES	TDP1 cell CPT	GCN5L2 inh	DT40 TDP1 no CPT
O=C(N/N=C/c1ccc(O)c([N+](=O)[O-])c1)c1ccncc1	-13%	-9%	0%
CCCCc1[nH]c(=O)c(C#N)c2c1CSC(C)(C)C2	-7%	-3%	-11%
Cc1noc(C)c1C(=O)NNc1ccc(C(C)C)cc1	4%	-20%	7%
COC(=O)c1cnc(Nc2cc(C)ccc2OC)c2ccccc12	2%	-28%	2%
Cc1ccc(OS(=O)(=O)c2c(C)nn(C)c2Cl)c(C)c1	-5%	-2%	-3%
O=C1CCCc2cc(S(=O)(=O)N3CCC(C(=O)NCc4ccccc4)CC3)ccc2N1	8%	-21%	?
Cc1ccc(-n2ncc(C#N)c2N)cc1	6%	0%	-4%
O=C(Nc1nccs1)c1cccc(N2C(=O)C3C4C=CC(C4)C3C2=O)c1 (stereo not given)	-10%	1%	?
COc1ccc(N(CC(=O)NCc2cccc(OC)c2)S(=O)(=O)c2c(C)noc2C)cc1	-21%	-1%	-21%
O=C(c1cc2ccccc2oc1=O)N(c1ccc(Cl)cc1)C1C=CS(=O)(=O)C1 (stereo not given)	16µM*	1%	?
COc1ccc(CCNC(=O)C(=O)c2cn(CC(=O)N3CCOCC3)c3ccccc23)cc1OC	-12%	-7%	-3%
CN1CCN(c2cc(-c3cccc(C(=O)O)c3)nc3ccnn23)CC1	-15%	nt	-13%
Cc1n[nH]c(C)c1S(=O)(=O)NCCc1ccc(Cl)cc1	-4%	-4%	-1%
CCOC(=O)CSc1nc(N)c(C(=O)Nc2ccc(N(C)C)cc2)s1	?	-7%	?
O=C(Nc1nccs1)c1ccc(-c2ccc(F)cc2)o1	-24%	2%	?
c1ccc(CNc2ncnc3nc(N4CCOCC4)[nH]c23)cc1	?	nt	-17%
N/C(=N\OC(=O)CCC1CCCC1)c1ccccn1	-14%	-2%	-6%
COc1ccc(S(=O)(=O)N2CCCCC2)cc1NC(=O)Cn1cnc2ccccc2c1=O	-7%	-5%	7%
CSc1ncnc2c1ncn2CCCN[C@H](C)c1cccc2ccccc12	-28%	nt	?
C[C@H](CO)N1C[C@H](C)[C@@H](CN(C)S(=O)(=O)c2cccs2)Oc2c(NC(=O)C3CCCCC3)cccc2C1=O	-35%	-1%	?
CCOC(=O)c1c(-c2ccccc2)oc2cc(Br)c(OCc3ccccc3)cc12	-17%	1%	-4%
Cc1ccc(C(=O)n2nc(-c3ccco3)nc2N)cc1	?	-6%	-7%
Cc1oc(-c2ccccc2)cc1C(N)=O	-11%	0%	-22%
Cn1c(CCNS(=O)(=O)c2ccccc2)nnc1SCc1cccnc1	13%	-5%	1%
O=S(=O)(c1ccc(Cl)cc1)n1ccc(-c2cccc(OCc3c(F)cccc3Cl)c2)n1	-29%	2%	?
Cc1ccc(C)c(OCC(=O)Nc2ccc(S(=O)(=O)Nc3onc(C)c3C)cc2)c1C	-24%	-5%	-18%
CC(C)CC(NC(=O)c1ccccc1)C(=O)OCC(=O)Nc1ccc(Br)cn1 (stereo not given)	-5%	-12%	-4%
Cc1cc(C)c(NC(=O)c2ccccc2CCc2ccccc2)c(C)c1	18µM*	0%	?
CC(=O)NC1CCCC(NC(C)=O)C1 (stereo not given)	21%	nt	6%
Cc1cc(CSc2ccccc2)ccc1NC(=O)c1ccc(C)c([N+](=O)[O-])c1	-14%	-2%	18µM*

Sorted by formula weight (low to high): some entries from above.
SMILES	TDP1 cell CPT	GCN5L2 inh	DT40 TDP1 no CPT
CC(=O)NC1CCCC(NC(C)=O)C1 (stereo not given)	21%	nt	6%
Cc1oc(-c2ccccc2)cc1C(N)=O	-11%	0%	-22%
CC(C)CC(NC(=O)c1ccccc1)C(=O)OCC(=O)Nc1ccc(Br)cn1 (stereo not given)	-5%	-12%	-4%

Filtered by structure, those above with a furan ring, fused or not.
SMILES	TDP1 cell CPT	GCN5L2 inh	DT40 TDP1 no CPT
O=C(Nc1nccs1)c1ccc(-c2ccc(F)cc2)o1	-24%	2%	?
CCOC(=O)c1c(-c2ccccc2)oc2cc(Br)c(OCc3ccccc3)cc12	-17%	1%	-4%
Cc1ccc(C(=O)n2nc(-c3ccco3)nc2N)cc1	?	-6%	-7%
Cc1oc(-c2ccccc2)cc1C(N)=O	-11%	0%	-22%

(further entries)
SMILES	TDP1 cell CPT	GCN5L2 inh	DT40 TDP1 no CPT
CC(=O)N1c2ccc(S(=O)(=O)N3CCCCCC3)cc2CC1C(=O)NCc1cccc(C)c1 (stereo not given)	?	26%	-17%
COc1cc(NC(=O)CSc2ncnc3scc(-c4ccccc4)c23)c(C(=O)O)cc1OC	-2%	0%	1%
COC(=O)c1cccc(NC(=O)c2cccc([N+](=O)[O-])c2)c1	9%	-23%	-4%
CN1CCN(c2ncc3nc(-c4ccccc4)c(=O)n(CCc4ccccc4)c3n2)CC1	?	-8%	-13%
O=C(NCC(c1ccco1)N1CCc2ccccc21)c1c(F)cccc1F (stereo not given)	?	-20%	-28%
CC(C)C(=O)Nc1ccc2nn(-c3ccccc3)nc2c1	?	-9%	?
Cc1ccc(C)c(Cn2c(=O)c3c(nc4n3CCN4c3ccc(F)cc3)n(C)c2=O)c1	-10%	-2%	-8%
CCc1ccc(NC(=O)Cc2ccc(-n3cccc3)cc2)cc1	6%	1%	6%
Cc1ccc(N/C(N)=N/c2nc(CSc3ccccn3)cc(=O)[nH]2)c(C)c1	?	-16%	18µM*
COc1cccc(CCc2nnc(CCC(=O)NCCC3CCCCO3)o2)c1 (stereo not given)	11%	-4%	19%
Cc1ccc(S(=O)(=O)N(C)c2c(C)ccc(S(=O)(=O)N3CCN(C=O)CC3)c2C)cc1	?	-1%	?
CCCCC(c1nnnn1CS(=O)(=O)c1ccc(C)cc1)N1CCN(C)CC1 (stereo not given)	7%	5%	4%
COc1ccccc1/C=C/c1ccc2ccccc2n1	?	nt	16µM*
O=C(Nc1nccs1)c1ccc(COc2ccc(F)cc2)o1	-18%	-3%	-3%
CCc1ccccc1NC(=O)CSc1nnc2ccc3ccccc3n12	?	-2%	?
Nn1c(SCC(=O)NC2CCCCCC2)nnc1C(F)(F)F	-2%	0%	-14%
Cc1cc(NC(=O)Nc2ccc(Cl)cc2)n(-c2ccccc2)n1	2%	-3%	-15%
CCCCNC(=O)c1ccc2c(=O)n(CCCOCC)c(=S)[nH]c2c1	-7%	-3%	4%
COc1ccc(CNC(=O)COC(=O)CCOc2ccc(C)cc2)cc1	11%	-3%	4%
Cc1cc2oc(=O)cc(CN(C)Cc3ccccc3Cl)c2cc1C	?	-2%	-28%
Cc1cc(C)cc(N(C(=O)c2csnn2)C(C(=O)NC2CCCC2)c2cccnc2)c1 (stereo not given)	-10%	4%	-22%
N#CCc1nc2n(n1)Cc1ccccc1-2	-10%	40%[activator]	-11%
Cc1cc(C(F)(F)F)nc(CCNCc2c(C(=O)N3CCCC3)nc3ccccn23)n1	0%	-2%	-27%
Cc1cc(C)c(C(=O)C(C)OC(=O)Cn2cnc3c2c(=O)n(C)c(=O)n3C)cc1C (stereo not given)	-2%	2%	-7%
CCC(Sc1nc(C)cc(C)n1)C(=O)Nc1cc(C)on1 (stereo not given)	22%	-2%	-17%
O=C(COc1nsnc1N1CCOCC1)N1CCOCC1	-10%	-5%	?
CCN(CC)c1ccc(C(=O)N/N=C/c2ccc(N3CCOCC3)cc2)cc1	2%	-8%	6%
Cc1ccccc1CSc1nnc(-c2ccccc2)c(=O)[nH]1	6%	-2%	?
COc1ccc(CCNC(=O)c2cc(-c3ccncc3)nc3c(Cl)cccc23)cc1OC	21µM*	0%	21µM*
Cc1cc(=O)oc2cc(OC(C)C(=O)NC3CCN(Cc4ccccc4)CC3)ccc12 (stereo not given)	-5%	-3%	-6%

Whole records from above.
Profile of COc1ccc(CCNC(=O)c2cc(-c3ccncc3)nc3c(Cl)cccc23)cc1OC : TDP1 cell CPT: 21µM*; GCN5L2 inh: 0%; DT40 TDP1 no CPT: 21µM*
Profile of CCC(Sc1nc(C)cc(C)n1)C(=O)Nc1cc(C)on1 (stereo not given) : TDP1 cell CPT: 22%; GCN5L2 inh: -2%; DT40 TDP1 no CPT: -17%

(next part)
SMILES	TDP1 cell CPT	GCN5L2 inh	DT40 TDP1 no CPT
C[C@@H]1CN([C@H](C)CO)C(=O)c2cc(Br)cnc2O[C@@H]1CN(C)Cc1ccc(-c2ccccc2)cc1	?	nt	?
CCC(Oc1ccccc1)C(=O)OCC(=O)N(CC)c1c(N)n(Cc2ccccc2)c(=O)[nH]c1=O (stereo not given)	6%	-6%	6%
O=C(CCN1C(=O)c2ccccc2C1=O)c1ccccc1	1%	nt	-20%
CCC(=O)Nc1nnc(SCC(=O)Nc2ccc(F)cc2)s1	?	-4%	?
CC(C)CNC(=O)CN(c1cccc(Cl)c1)S(C)(=O)=O	-6%	-5%	-9%
O=Cc1ccc(/C=C2/C=Cc3ccccc32)cc1	?	nt	-18%
COc1cc([N+](=O)[O-])ccc1NC(=O)Nc1ccc2c(c1)OCCO2	?	-17%	?
CCCc1nc2ccccc2c(C(=O)OCC(=O)c2ccc3c(c2)NC(=O)CO3)c1CC	?	-7%	?
CC(C)(C)S(=O)N1Cc2cc(C(=O)NCc3ccc4c(c3)OCO4)nc(-c3cccc(-c4ccncc4)c3)c2[C@H]1CCO (stereo not given in full)	?	nt	?
O=C(CSc1nccc(=O)[nH]1)N1CCN(c2ccccc2)CC1	?	-11%	?
CNCCNC[C@H](Cc1cccc2ccccc12)NCCc1ccccc1	?	-1%	?
Cc1cc(C)c2[nH]c(C(=O)N3CCC(n4nccc4NC(=O)C4CC4)CC3)c(C)c2c1	-4%	-4%	?
CCOc1ccc(NC(=O)N[C@@H](Cc2ccccc2)C(=O)O)cc1	4%	-1%	4%
O=C(COCc1cc(-c2ccco2)on1)NC1CCCCC1	-29%	-11%	-12%
CC(NS(=O)(=O)c1ccc(CCC(=O)NCc2ccco2)cc1)c1ccccc1 (stereo not given)	0%	3%	1%
CC(c1ccccc1)N(CC(=O)NC1CCCCC1)S(=O)(=O)c1cccc(C(F)(F)F)c1 (stereo not given)	?	-8%	16µM*
CCn1cc(C2=NOC(C(=O)Nc3ccccc3C(=O)OC)C2)c(C)n1 (stereo not given)	-29%	-9%	?
Cc1ccc(C(=O)OC(C)C(=O)NC2CCCCC2)cc1S(=O)(=O)N1CCCCC1 (stereo not given)	?	-1%	?
O=C(Nc1ccccc1)C(Cc1ccccc1)N1Cc2ccccc2C1=O (stereo not given)	8%	-3%	-12%
Cc1ccc(C(C)NC(=S)NCc2ccc(F)cc2)cc1C (stereo not given)	?	-28%	?
Cn1cc(C(=O)c2cccc(Cl)c2)cc1C#N	0%	-5%	-19%
CC(C)c1c(O)nc(SCCOc2ccc(Cl)cc2)[nH]c1=O	-21%	1%	-30%
O=C(Nc1ccc(F)cc1F)c1cc2nc3c(c(C(F)(F)F)n2n1)CCCC3	-29%	-2%	0%
CN(C)C(CNC(=O)c1cc(-c2ccco2)nc2ccccc12)c1ccccc1 (stereo not given)	-4%	?	-30%
COCCNc1ccc(-c2n[nH]c(=O)c3ccccc23)cc1[N+](=O)[O-]	15µM*	-5%	?
COc1ccc(/C=C(\C#N)C(=O)c2cccn2C)cc1	0%	-11%	1%
O=C(NCCSSCCNC(=O)c1ccccc1)c1ccccc1	18µM*	nt	16µM*
O=S(=O)(Nc1cc(S(=O)(=O)N2CCOCC2)ccc1N1CCOCC1)c1ccc2c(c1)OCCO2	4%	-9%	?
CC(C)CCNC(=O)CCCn1c(=O)c2cccn2c2ccccc21	?	-12%	?
CCN1CCN(c2ncnc3c2cnn3-c2ccccc2)CC1	4%	-9%	-23%
O=C(CCCN1C(=O)S/C(=C\c2ccccc2)C1=O)NNC(=O)c1ccccc1O	12µM*	-14%	9.2µM*
CN(C)c1ccc(N/C=C/C(=O)c2ccco2)cc1	21µM*	-12%	?
Cc1oc2ncn(C)c(=O)c2c1C(=O)NCCCN1CCCC(C)C1 (stereo not given)	10%	-18%	-3%
O=C(NNC(=S)Nc1ccc(Cl)cc1Cl)c1ccncc1	-17%	3%	16µM*
COc1cc(OC)c(NC(=O)C2CCCN(c3ncnc4c3nc3n4CCCCC3)C2)cc1Cl (stereo not given)	?	-22%	15µM*
CC(C)COCC(O)CC(Cc1ccccc1)C(=O)NN (stereo not given)	8%	-6%	-4%

2 entries picked at random from the list so far:
SMILES	TDP1 cell CPT	GCN5L2 inh	DT40 TDP1 no CPT
Cc1oc2ncn(C)c(=O)c2c1C(=O)NCCCN1CCCC(C)C1 (stereo not given)	10%	-18%	-3%
COc1cc(OC)c(NC(=O)C2CCCN(c3ncnc4c3nc3n4CCCCC3)C2)cc1Cl (stereo not given)	?	-22%	15µM*

Compound activity deposited in PubChem BioAssay by National Center for Advancing Translational Sciences (NCATS).
